Source: PubChem
BAZ2B inh: qHTS Assay for Inhibitors of BAZ2B; AlphaScreen BAZ2B-H3K14Ac peptide displacement; Potency, µM (series often up to 114 µM), inactives show top-dose activity change, negative = inhibition, most hits filed as inhibitors; actives 4.4% (n = 360,000); further: potency means the concentration at half of the fitted maximal effect; on the % scale 0 is the no-effect control and ±100 the full control effect; nearly all actives have a fitted effect of over 60% in size
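Compounds, titrated to a top concentration of 110 uM, were incubated 30 min at room temperature with preformed BAZ2B/acetyl-K14 H3 peptide complex (50 nM each). Proximity signal was measured by AlphaScreen after 20 min with beads.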
ERG Ets-DNA blk: qHTS for Small Molecule Inhibitors of the ERG Ets/DNA interaction. fluorescence polarization, His-ERG Ets domain / labelled DNA. Potency, µM (titrated, usually from 76.9 µM), inactives show at the top dose FP activity, negative = inhibition, usual class: inhibitors. actives 0.028% (n = 370,000). AID 624246, 2012; active means well fitted inhibition curve with a large enough effect in the polarisation, with a control signal flat; inconclusive means small, poorly fitted or top-dose-only effect, or effect the other way, or a change in a side signal; inactive means no such curve, though single readings can be large or run the other way; the % refers to the polarisation;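 further: polarization taken with two DNA probes labelled with fluorescein and Texas red; potency means the concentration at half of the fitted maximal effect; % of control where 0% means no effect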
Target sequence (P11308 whole entry, looked up, the tested form may be a part): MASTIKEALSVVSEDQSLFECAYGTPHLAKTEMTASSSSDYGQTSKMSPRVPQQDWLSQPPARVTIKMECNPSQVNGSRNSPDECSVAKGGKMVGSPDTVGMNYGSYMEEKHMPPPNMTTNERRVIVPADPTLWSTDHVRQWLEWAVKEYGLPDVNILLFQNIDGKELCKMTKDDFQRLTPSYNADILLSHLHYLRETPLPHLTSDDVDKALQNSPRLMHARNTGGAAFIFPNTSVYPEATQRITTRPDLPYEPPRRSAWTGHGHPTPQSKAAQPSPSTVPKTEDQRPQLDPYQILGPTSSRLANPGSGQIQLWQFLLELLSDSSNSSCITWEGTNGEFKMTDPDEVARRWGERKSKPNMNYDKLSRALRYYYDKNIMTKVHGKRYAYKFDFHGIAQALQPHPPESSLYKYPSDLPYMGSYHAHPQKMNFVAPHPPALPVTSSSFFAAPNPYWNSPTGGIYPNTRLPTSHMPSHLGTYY
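His-tagged ERG Ets domain (1 uM in the protein solution; 300mM KCl, 50mM Tris-HCl, 1mM EDTA, 1mM DTT, pH 7.5) received compound, then a probe mix of 5 nM fluorescein-DNA and 100nM Texas-615-DNA. Fluorescence polarization was read for both dyes.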
HP1b chromo inh: HTS for Inhibitors of HP1-beta Chromodomain Interactions with Methylated Histone Tails. AlphaScreen HP1-beta / biotin-H3K9me3 peptide binding. actives 0.56% (n = 390,000). Chromobox protein homolog 1 (Homo sapiens), P83916. AID 540317, 2011. Potency, µM (titrated, usually from 114 µM), without a hit: at the highest dose activity change, negative = inhibition, hits mostly inhibitors; further: potency means the concentration at half of the fitted maximal effect; nearly all actives have a fitted effect of over 70% in size; inactives centre near 23
Target sequence (P83916 whole entry, looked up): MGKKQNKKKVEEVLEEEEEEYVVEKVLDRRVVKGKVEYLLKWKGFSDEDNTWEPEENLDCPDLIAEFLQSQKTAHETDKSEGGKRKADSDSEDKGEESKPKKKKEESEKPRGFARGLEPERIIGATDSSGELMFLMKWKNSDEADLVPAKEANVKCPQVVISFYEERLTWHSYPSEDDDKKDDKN
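AlphaScreen: HP1-beta (50 nM) preformed 30 min with biotin-H3(1-18)K9me3 peptide (50 nM) in PBS pH 7.4, 0.01% Tween-20. Compound added for 30 min at RT, then streptavidin donor/nickel chelate acceptor beads (10 ug/mL) for 30 min.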
PI4K2A block: qHTS for small molecular inhibitors of PI4K2A. activity change, negative = inhibition, % at 76.9 µM. AID 1346378, 2018. Phosphatidylinositol 4-kinase type 2-alpha (Homo sapiens), Q9BTU6. actives 0.13% (n = 420,000). purified PI4K2A, ADP-Glo luminescence, 1 h; stronger effect = lower value; in the data active means activity change below about -50%; inconclusive means mostly about -30% to -49%;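 further: -100% = wells without enzyme as full effect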
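In this quantitative HTS, ADP production by PI4K2A was quantified luminescently after 1 h at ambient temperature; 100 microM adenosine served as plate-quality control.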
G9a block: qHTS Assay for Inhibitors of Histone Lysine Methyltransferase G9a; actives 8.8% (n = 350,000); Potency, µM (series often up to 102 µM), for the others: top-dose activity, negative = inhibition, usual class: inhibitors; AID 504332, 2011; G9a H3K9 monomethylation, AlphaScreen, 2 h; Histone-lysine N-methyltransferase EHMT2 (Homo sapiens), Q96KQ7; further: potency means the concentration at half of the fitted maximal effect; on the % scale 0 is the no-effect control and ±100 the full control effect; nearly all actives have a fitted effect of over 75% in size
Target sequence (Q96KQ7 913-1193 limits assumed): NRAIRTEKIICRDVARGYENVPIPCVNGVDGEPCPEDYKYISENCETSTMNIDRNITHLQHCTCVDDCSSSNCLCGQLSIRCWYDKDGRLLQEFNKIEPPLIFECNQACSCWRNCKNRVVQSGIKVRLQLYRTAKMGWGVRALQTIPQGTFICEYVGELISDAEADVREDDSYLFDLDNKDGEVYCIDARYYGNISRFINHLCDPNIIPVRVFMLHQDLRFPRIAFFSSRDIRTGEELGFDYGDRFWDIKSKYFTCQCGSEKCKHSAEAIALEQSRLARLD
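AlphaScreen read-out: biotin-H3K9 peptide (500 nM) methylation by 20 nM enzyme with 20 uM SAM, 2 h at room temperature after 15 min compound preincubation; anti-monomethyl H3K9 antibody plus donor/acceptor beads, 10 min dark.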
Pin1 inhibitor: qHTS Assay to Find Inhibitors of Pin1 | Peptidyl-prolyl cis-trans isomerase NIMA-interacting 1 (Homo sapiens), Q13526 | Pin1 FP peptide displacement, HiFluor488, 10 min | Potency, µM (highest dose often 115 µM), inactives show at the top dose activity, negative = inhibition, actives largely listed as inhibitors | actives 0.009% (n = 390,000); active means well fitted inhibition curve with a large enough effect in the polarisation, with a control signal flat, not every such curve was filed as active; inconclusive means small, poorly fitted or top-dose-only effect, or effect the other way, or a change in a side signal; inactive means no such curve, though single readings can be large or run the other way; the % refers to the polarisation; further: potency means the concentration at half of the fitted maximal effect; on the % scale 0 is the no-effect control and ±100 the full control effect
JMJD2A Tudor inh: qHTS Assay for Inhibitors of JMJD2A-Tudor Domain; Lysine-specific demethylase 4A (Homo sapiens), O75164; actives 4.4% (n = 390,000); AlphaScreen JMJD2A-Tudor / H3K4me3 peptide binding; Potency, µM (top dose mostly 114 µM), for the others: at the top dose activity change, negative = inhibition, actives largely listed as inhibitors; further: potency means the concentration at half of the fitted maximal effect; on the % scale 0 is the no-effect control and ±100 the full control effect; nearly all actives have a fitted effect of over 50% in size
PGK inhibitor: qHTS Assay to Find Inhibitors of Phosphoglycerate Kinase. Phosphoglycerate kinase, glycosomal (Trypanosoma brucei brucei), P07378. actives 0.043% (n = 380,000). Potency, µM (highest dose often 57.5 µM), without a hit: at the highest dose activity change, negative = inhibition, most hits filed as inhibitors. PGK/GAPDH coupled, Kinase-Glo luminescence, 60 min; further: potency means the concentration at half of the fitted maximal effect; on the % scale 0 is the no-effect control and ±100 the full control effect; nearly all actives have a fitted effect of over 60% in size
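Recombinant glycosomal PGK reaction used 1,3-bisphosphoglycerate generated in-well by GAPDH (100nM final) in 100mM TEA pH 7.6, 5mM MgCl2, 0.01% Tween-20. After 60 minutes at room temperature, ATP was read by Kinase-Glo Plus luminescence end-point.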
GLS inhibitor: qHTS for Inhibitors of Glutaminase (GLS). Glutaminase kidney isoform, mitochondrial (Homo sapiens), O94925. GLS enzymatic activity, qHTS titration. Potency, µM (doses to about 45.5 µM), for inactives: at the top dose activity change, negative = inhibition, usual class: inhibitors. actives 0.21% (n = 410,000). AID 624170, 2012; further: potency means the concentration at half of the fitted maximal effect; on the % scale 0 is the no-effect control and ±100 the full control effect
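hKGA in 45 mM KH2PO4 pH 8.2, 0.02% Tween-20 with pin-transferred compounds; 1 mM L-glutamine (stock) plus glutamate oxidase/HRP/Amplex Red coupling added. Fluorescence read initially and after 30 min at RT.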
Active calls of the source: *; i = inactive; u = inconclusive; x = not tested or not shown; [ ] = remark or other dose. Unless noted, the call rests on the fitted dose curve; in most records, active means well fitted curve in the direction sought with a large enough effect; inconclusive means small, poorly fitted or top-dose-only effect, or another doubt; inactive means no such curve, though single readings can be large; an effect the other way counts as inactive or inconclusive. Rows are unselected; about 11% have a hit in one of these screens.

GLS inhibitor,JMJD2A Tudor inh,ERG Ets-DNA blk,Pin1 inhibitor,PGK inhibitor,HP1b chromo inh,SMILES,PI4K2A block,BAZ2B inh,G9a block
0%,-3%,-2%,-4%,4%,42%[activator],CC(C)CNC(=O)c1cccc(NC(=O)COc2cccc([N+](=O)[O-])c2)c1,5,27%,3%
3%,-17%,2%,6%,6%,7%,COc1ccc(C(=O)CSc2nnc(CN3CCCCC3)n2-c2ccc(F)cc2)cc1OC,4,-27%,1%[59 µM]
0%,-13%,-1%,-10%,-4%,1%,CCOc1ccc(OCCCC(=O)Nc2cc(Cl)ccc2-n2cncn2)cc1,0,0%,-12%[59 µM]
-16%,-8%,-4%,-1%,i,43%[activator],COc1ccc(N(CC(=O)Nc2ccc3c(c2)OCO3)S(=O)(=O)c2ccccc2)cc1,3,u,-3%
6%,-16%,2%,-4%,-3%,42%[activator],CCCc1[nH]c2ccc(C#N)cc2c1CCC,-4,-6%,x
-6%,-10%,-11%,0%,-12%,32%,O=C(NC1CC1)C1=C[C@H](c2ccc3c(c2)OCO3)C[C@H](OCc2ccc(CO)cc2)O1,6,-5%,14%[59 µM]
0%,-6%,0%,4%,9%,21%[57 µM],Cc1cccc(NC(=O)C(=O)NCC(c2ccc3c(c2)OCO3)N2CCN(C)CC2)c1C (stereo unspecified),1,-6%,-20%[59 µM]
2%,-3%,4%,2%,i,30%,O=C(c1ccc(OC2CCN(CCc3ccccc3)CC2)cc1)N1CCC(CO)CC1,-1,-3%,-5%
-1%,-21%,-12%,0%,-4%,30%,Cc1ccccc1OCCCCn1c(CO)nc2ccccc21,-2,-37%,24%[59 µM]
-2%,u,x,-4%,-5%,1%,Cc1cc([N+](=O)[O-])nn1CCCC(=O)Nc1cc(Oc2ccccc2)cc([N+](=O)[O-])c1,0,u,40µM*
5%,-11%,-9%,-11%,9%,19%[57 µM],O=C(Nc1ccc(F)cc1)N1CCN(C(=O)c2nsc3ccccc23)CC1,-4,2%,11%[59 µM]
-2%,-4%,2%,0%,-7%,16%,COc1cc(C(O)P(=O)(OCC(C)C)c2ccc(N(C)C)cc2)cc(OC)c1OC (stereo unspecified),-1,-13%,7%
0%,-28%,6%,6%,i,38%,CCOC(=O)Cc1csc(NC(=O)c2cc(-c3ccncc3)nc3ccccc23)n1,-3,-12%,-44%[12.7 µM]
12%,u,10%,-1%,5%,-11%,Cc1ccc(/C=C2\SC(=S)N(CCCC(=O)Nc3ccccn3)C2=O)cc1,1,u,71µM*
76%[activator],u,-1%,0%,x,-3%,CC(=O)c1sc(=S)n(-c2ccc(Cl)cc2)c1C,7,-38%,u
9%,-12%,11%,0%,0%,5%,CCN(CC(=O)Nc1ccc(C)c(S(=O)(=O)N2CCOCC2)c1)Cc1ccccc1,1,u,-1%
2%,-18%,14%,0%,-5%,27%,Cn1c(SCC(=O)c2cccs2)nnc1-c1ccco1,6,-7%,50µM*
-5%,-2%,-8%,4%,1%,5%,COc1ccc(OCC(=O)Nc2ccc(Cl)cc2)cc1,8,13%,x
1%,-20%,8%,-10%,7%,3%,COC(=O)c1cccc(NC(=O)c2cccc([N+](=O)[O-])c2)c1,-1,12%,20%[0.501 µM]
-6%,-3%,2%,-1%,-6%,28%,O=C(C1CCCN(S(=O)(=O)Cc2ccccc2)C1)N1CCC(Cc2ccccc2)CC1 (stereo unspecified),5,-4%,-36%[59 µM]
u,85%[activator],2%,-4%,i,155%[activator],Cc1ccccc1Cn1c(=O)sc2ccccc2c1=O,-1,7%,27%
-1%,-24%,6%,-3%,-5%,5%,O=C(COC(=O)c1ccccc1)NC(=O)NC1CCCC1,2,-5%,u
-1%,-4%,0%,-1%,i,37%[activator],CCOc1ccc(CNC(=O)c2cc3c(=O)oc4ccc(C)cc4c3s2)cc1,15,-3%,-1%[59 µM]
18%,-19%,0%,5%,10%,19%,C/C(=N/NC(=O)c1sc(NS(=O)(=O)c2ccccc2)nc1C)c1ccc(F)cc1,0,-7%,7%
17%,-6%,x,0%,-4%,23%,Cc1ccccc1C(=O)NNC1CC(=O)N(c2ccc3c(c2)OCCO3)C1=O (stereo unspecified),2,5%,3%[59 µM]
2%,-6%,-10%,6%,0%,41%[activator],COC(=O)CNC(c1ccccc1)c1cc(Cl)ccc1NC(=O)c1cccc(Cl)c1 (stereo unspecified),-7,-3%,27%[59 µM]
-1%,-2%,4%,5%,-1%,7%,CCCOC(=O)c1c(NC(=O)/C=C/c2cnn(C)c2C)sc(C(=O)OCC)c1C,-4,5%,-4%
-1%,-14%,-1%,-11%,-9%,21%,Cc1cc([N+](=O)[O-])cc2ncccc12,1,4%,12%[59 µM]
-11%,-11%,-9%,-5%,0%,54%[activator],COc1ccc(CNC(=O)c2cc(SC)ccc2Cl)cc1OC,3,-20%,-5%
0%,-8%,x,23%,-7%[11.5 µM],11%,CC(=O)Nc1nnc(SCc2ccc(F)cc2)s1,0,-4%,30%

3 entries out of the list above, sorted by the value under G9a block, lowest first.
GLS inhibitor,JMJD2A Tudor inh,ERG Ets-DNA blk,Pin1 inhibitor,PGK inhibitor,HP1b chromo inh,SMILES,PI4K2A block,BAZ2B inh,G9a block
-1%,-2%,4%,5%,-1%,7%,CCCOC(=O)c1c(NC(=O)/C=C/c2cnn(C)c2C)sc(C(=O)OCC)c1C,-4,5%,-4%
u,85%[activator],2%,-4%,i,155%[activator],Cc1ccccc1Cn1c(=O)sc2ccccc2c1=O,-1,7%,27%
0%,-8%,x,23%,-7%[11.5 µM],11%,CC(=O)Nc1nnc(SCc2ccc(F)cc2)s1,0,-4%,30%

(continued)
GLS inhibitor,JMJD2A Tudor inh,ERG Ets-DNA blk,Pin1 inhibitor,PGK inhibitor,HP1b chromo inh,SMILES,PI4K2A block,BAZ2B inh,G9a block
6%,-6%,10%,u,-7%,11%,CN(C)/C=C(\C#N)C(N)=C(C#N)C#N,3,-15%,9%
2%,-21%,x,2%,-8%,16%,CN(C)S(=O)(=O)c1cccc(NC(=O)c2cccc(S(=O)(=O)N3CCCCC3)c2)c1,5,3%,50µM*
-8%,u,4%,-3%,-25%,25%,O=C(Nc1ccc(N2CCN(c3ccc(F)cc3)CC2)c(C(=O)O)c1)c1ccccc1F,-6,-13%,-3%[59 µM]
-2%,-24%,2%,6%,i,16%,CC1=NN(c2ccc(Cl)cc2)C(=O)C1,u,-33%,-4%
27%,-10%,3%,-7%,-12%,42%[activator],CCN1CCN(c2ccc(NC(=O)c3cc(OC)c(OC)c(OC)c3)cc2)CC1,-1,-23%,u
19%,u,-1%,-11%,-9%,25%,O=C1c2ccccc2N2C(=O)c3ccccc3C2N1O (stereo unspecified),-15,-4%,u
0%,-24%,4%,3%,-3%,7%,CC(=O)O[C@H]1C[C@@]2(O)[C@@H](OC(=O)c3ccccc3)C3[C@@](C)([C@@H](O)C[C@H]4OC[C@@]34OC(C)=O)[C@@H](O)[C@H](OC(C)=O)C(=C1C)C2(C)C (stereo partly specified),3,-23%,-7%[12.7 µM]
0%,39%[activator],-12%,0%,-3%,14%,COc1nc(-c2ccccc2)nnc1-c1ccccc1,-2,18%,94%[activator]
14%,-20%,6%,5%,5%,-14%,COc1ccccc1N1C(=O)Cc2ccccc2C1=O,-15,11%,-43%
1%,-21%,22%,-1%,-1%,22%,Cc1ccc2nc(SCC(=O)Nc3ccc(C)c(Cl)c3)nc(=O)n2c1,7,16%,-5%
-3%,-17%,3%,2%,-8%,40%[activator],OC1(c2cccc(C(F)(F)F)c2)CCN(Cc2nnnn2Cc2ccccc2)CC1,3,-19%,x
9%,-4%,6%,-15%,7%,11%,CC1CCN(C(=O)CSC2=NS(=O)(=O)c3cc(F)ccc3N2)CC1,2,-2%,u
-3%,2%,7%,-2%,-4%,85%[activator],O=C(NCC1COc2ccccc2O1)c1ccc(Br)s1 (stereo unspecified),-5,2%,22%
3%,u,-5%,-8%,2%,15%,N#CCCN(C1CCCCC1)S(=O)(=O)c1cccc2nsnc12,1,-4%,7%
3%,-1%,-3%,-3%,-1%,40%[activator],COCCCN1C(=O)C(=O)/C(=C(/O)c2ccc(S(=O)(=O)N3CCOCC3)cc2)C1c1ccc(F)cc1 (stereo unspecified),-3,-36%,x
5%,-14%,1%,-9%,-11%,10%,CCc1ccccc1NC(=O)Cn1nnc(C(=O)NCc2ccco2)c1N,1,x,6%[59 µM]
4%,-14%,1%,0%,-6%,23%,Cc1onc(-c2ccccc2)c1C(=O)NCc1cccnc1,-19,6%,-3%[12.7 µM]
-2%,-3%,-14%,4%,-8%,43%[activator],Cc1cc(C)nc(NS(=O)(=O)c2ccc(NC(=O)Cn3c(=O)oc4ccccc43)cc2)n1,5,7%,79µM*
